GalR3 antag – blocks the human galanin receptor 3; O60755; HEK293 GalR3-CNG cAMP membrane potential fluorescence; galR3 body fused to GalR1 C-terminus; inhibition, % at 3 µM; 0.44% of 360,000 active;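 active = inhibition above the screen-wide average plus 3 SD, cut at about 13% in these data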;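 note: forskolin and galanin both at EC90 stimulate the cells; cAMP rise reported by CNG channel membrane potential dye signal; 0% = forskolin plus galanin with DMSO and 100% = forskolin alone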
Target sequence (O60755 1-299 limits assumed): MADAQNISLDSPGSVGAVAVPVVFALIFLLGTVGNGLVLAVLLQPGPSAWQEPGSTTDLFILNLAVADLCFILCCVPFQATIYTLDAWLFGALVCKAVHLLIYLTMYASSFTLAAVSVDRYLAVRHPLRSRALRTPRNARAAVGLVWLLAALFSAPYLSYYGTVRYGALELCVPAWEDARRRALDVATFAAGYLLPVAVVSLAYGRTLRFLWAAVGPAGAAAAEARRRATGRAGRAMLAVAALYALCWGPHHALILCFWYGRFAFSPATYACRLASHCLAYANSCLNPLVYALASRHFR
CHRM4 PAM – positive allosteric modulators of human muscarinic M4 receptor. 0.4% of 360,000 active. AID 624126. P08173. activation, % at 3 µM. CHO-K1 hM4/Gqi5, Fluo-8 calcium fluorescence, ACh EC20; 0% = ACh EC20, 100% = maximal ACh;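 active = activation above its plate's cutoff, the mean activation of sample wells plus 3 SD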; note: some results filed as inactive read as strong as hits
Target sequence (P08173 whole entry, looked up): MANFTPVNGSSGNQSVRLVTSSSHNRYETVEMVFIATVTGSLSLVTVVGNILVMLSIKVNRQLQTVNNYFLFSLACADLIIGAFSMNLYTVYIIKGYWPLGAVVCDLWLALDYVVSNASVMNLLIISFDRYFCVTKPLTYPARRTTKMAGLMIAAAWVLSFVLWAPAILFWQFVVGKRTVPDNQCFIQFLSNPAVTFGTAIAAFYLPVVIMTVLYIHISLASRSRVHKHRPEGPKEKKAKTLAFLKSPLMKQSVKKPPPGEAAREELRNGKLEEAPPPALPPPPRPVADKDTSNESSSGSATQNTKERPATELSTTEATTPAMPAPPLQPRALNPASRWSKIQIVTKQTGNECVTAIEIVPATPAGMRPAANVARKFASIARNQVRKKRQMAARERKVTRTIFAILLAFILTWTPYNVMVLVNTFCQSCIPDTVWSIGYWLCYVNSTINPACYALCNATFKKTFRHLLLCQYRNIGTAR
Active calls of the source: *. A portion of the library; count on the stated rates, not on these rows.

The line under a structure holds: GalR3 antag, CHRM4 PAM
- CC1(C(=O)NS(=O)(=O)Cc2cccc(Cl)c2)CCN1C(=O)CCc1ccccc1 (stereo unspecified)
    -5, -1
- CC(C)NC(=O)c1ccc2nc([C@@H]3O[C@H](CO)[C@H](O)[C@H](O)[C@H]3O)[nH]c2c1
    -8, 5
- O=C(Nc1ccc(F)c(Cl)c1)c1csc([C@@H]2O[C@H](CO)[C@H](O)[C@H](O)[C@H]2O)n1
    -5, 6
- CC(=O)NCCCNC(=S)NCCCN(Cc1ccc(Cl)cc1)c1ccc(Br)cn1
    -5, -5
- CC(C)C[C@H]1CN(CCCC[C@@H]2CNC(=O)C(=O)N2CC2CCCCC2)C(=O)C(=O)N1Cc1ccccc1
    -6, 2
- CCCCNC(=O)C1(C)CCCCN1C(=O)c1ccc(F)c(C)c1 (stereo unspecified)
    -4, -1
- CC(O)(c1cccc(F)c1)c1nc(-c2ccc3c(c2)OCO3)cs1 (stereo unspecified)
    -7, 1
- NC(Cc1ccc(Cl)cc1)c1csc(Nc2nccc(C(F)(F)F)n2)n1 (stereo unspecified)
    2, 5
- CCOC(=O)[C@]12CCC=C1N(Cc1cccc3ccccc13)C(=O)[C@H](CC(=O)NCc1ccc(C)o1)C2
    -8, -4
- Cc1cccc(C)c1NC(=O)C(c1ccc(-c2ccccc2)cc1)n1c(=O)c(-c2cc3ccccc3[nH]2)nc2ccccc21 (stereo unspecified)
    -5, 7
- CC(=O)Nc1cccc(-c2csc(C(C)(O)c3ccccc3)n2)c1 (stereo unspecified)
    -5, 1
- COc1ccc(-c2cc(=O)c3ccc(O)cc3o2)cc1OC
    0, -5
- CC(=O)NCCNc1nc(NC(C)C)nc2cc(-c3ccccc3)sc12
    -8, -5
- Cc1ccc(Cc2c(-c3cccc(Br)c3)nc3cc(C)c(Br)c(C)n23)cc1
    -6, 9
- COc1ccccc1C(=O)Nc1nnc([C@H]2C[C@H](O)[C@@H](CO)O2)s1
    25*, 8
- O=C(NCc1ccc(C(F)(F)F)cc1)c1cccc2c(-c3ccc(F)c(F)c3)coc12
    -6, 2
- Cc1ccc(C(O)c2ncc(-c3cccc(C(F)(F)F)c3)[nH]2)c(C)c1 (stereo unspecified)
    -4, 1
- CC(=O)Nc1ccc(C(=O)N2CCCC(c3cc(C(=O)NCc4ccccc4)no3)C2)cc1 (stereo unspecified)
    -2, -2
- OC[C@@H]1CN(Cc2ccccc2)C[C@H](n2cnc3c(NCc4ccc(F)cc4)ncnc32)O1
    -9, 14
- CC(=O)Oc1ccccc1Cn1c(C)c(C(=O)NCc2cccc(Cl)c2)sc1=O
    -3, 4
- Cc1ccccc1S(=O)(=O)NC(=O)C1(C)CCN1C(=O)CC(c1ccccc1)c1ccccc1 (stereo unspecified)
    -8, 0
- CC1(Cc2cccc(F)c2)C(=O)Nc2ccc(S(=O)(=O)NC3CCCCC3)cc21 (stereo unspecified)
    -7, -3
- CC1(C(=O)NS(=O)(=O)c2ccc(F)cc2F)CCN1C(=O)CC1CCCCC1 (stereo unspecified)
    2, 5
- CC(C)(C)OC(=O)C1=CC[C@@H](c2ccc(Cl)c(Cl)c2)N(S(=O)(=O)c2ccc(F)cc2)[C@H]1c1cccc(F)c1
    -2, 4
- CC(C(=O)NCc1ccccc1)n1c(Cc2cc(F)cc(F)c2)nc2ccccc21 (stereo unspecified)
    -8, -6
- CCc1nc2ccc(C(=O)Nc3cccc(OCC(=O)N(C)C)c3)cn2c1N(C)Cc1ccc(OC)cc1
    -2, -11
- CCc1nc2c(OCC(=O)C(C)(C)C)cccn2c1N(C)C(=O)c1ccco1
    -6, 0
- CC1(C(=O)NS(=O)(=O)c2ccc(Cl)s2)CCN1C(=O)C1(c2ccccc2)CCCC1 (stereo unspecified)
    -4, 3
- COc1cc(NC(=O)Nc2cccn3nc(COCCO)nc23)cc(OC)c1OC
    -7, 8
- Cc1cncc(NCc2cccc(Cl)c2)n1
    -6, -5
- COc1ccc(NC(=O)c2cc(-c3cc(Cl)ccc3OC)n[nH]2)c(C)c1
    -4, -5
- CCc1nc2ccc(C(=O)NCCOc3ccc(OC)cc3)cn2c1N(C=O)Cc1ccc(OC)cc1
    -5, 7
- O=C1O[C@@H](c2ccccc2)C[C@@H](O)[C@H](O)CCc2ccccc21
    -7, 5
- CC(=O)CC1c2cc(F)ccc2C=C(c2ccsc2)N1c1ccc(C#Cc2cncn2C)cc1 (stereo unspecified)
    -3, -4
- O=C(Nc1cccc2c(=O)[nH][nH]c(=O)c12)c1ccc([N+](=O)[O-])cc1
    -6, 7
- NC(=O)c1cccc(-c2cccc3nccn23)c1
    -4, 8
- COCCNc1nc2cc(-c3ccccc3OC)sc2c(=O)n1C
    -9, 7
- CCOc1ccc(CCN2C(=O)C(=O)N([C@@H](CC(C)C)CN3CCC[C@H]3CN3C(=O)C(=O)NC[C@@H]3CC(C)C)C[C@@H]2CC(C)C)cc1
    -6, 5
- COC(=O)[C@@]1(Cc2ccc(OC)cc2)[C@H]2c3cc(C(=O)N4CCCC4)n(CCN4CCOCC4)c3C[C@H]2CN1C(=O)c1ccccc1
    -7, 4
- O=C(NCC[C@H]1CC[C@@H](NC(=O)C2CCOCC2)[C@@H](CO)O1)Nc1ccc(Cl)cc1
    -5, 4

By substructure: those above containing a CF3 group (three)
The line under a structure holds: GalR3 antag, CHRM4 PAM
- NC(Cc1ccc(Cl)cc1)c1csc(Nc2nccc(C(F)(F)F)n2)n1 (stereo unspecified)
    2, 5
- O=C(NCc1ccc(C(F)(F)F)cc1)c1cccc2c(-c3ccc(F)c(F)c3)coc12
    -6, 2
- Cc1ccc(C(O)c2ncc(-c3cccc(C(F)(F)F)c3)[nH]2)c(C)c1 (stereo unspecified)
    -4, 1

The listing continues.
The line under a structure holds: GalR3 antag, CHRM4 PAM
- Cc1cc(F)ccc1C(O)c1ncc(-c2ccc(Oc3ccccc3)cc2)[nH]1 (stereo unspecified)
    -6, -8
- CCCS(=O)(=O)NC(=O)C1(C)CCCN(C(=O)c2cc(C)on2)C1 (stereo unspecified)
    -5, 11
- C[C@H](c1ccccc1)N1C[C@H](COCc2ccccc2)Oc2cc(N3CC[C@@H](O)C3)ccc2S1(=O)=O
    -4, 3
- O=S1(=O)CC(N2CCN(Cc3ccccc3F)CC2)CN1Cc1cn(Cc2cccc(Cl)c2)nn1 (stereo unspecified)
    -5, -8
- COC(=O)[C@]12CCCCC=C1N(Cc1ccc(Cl)cc1Cl)C(=O)[C@H](CC(=O)NCc1ccc(OC)c(OC)c1)C2
    -8, -4
- COC(=O)C[C@H]1CC[C@@H](NS(=O)(=O)c2ccccc2)[C@@H](CO)O1
    -5, 10
- COc1cccc(-c2cnc3c(NC(C)=O)cc(-c4cccc(NC(C)=O)c4)cn23)c1
    -2, -6
- COc1ccc(-c2ccc(C(=O)Nc3cccc(F)c3)c3occc23)c(C)c1
    -1, -3
- CCCS(=O)(=O)NC(=O)C1(C)CCN(C(=O)c2ccc(F)c(Cl)c2)C1 (stereo unspecified)
    0, 0
- COc1ccc(C(O)c2ncc(-c3ccccc3C)[nH]2)cc1 (stereo unspecified)
    3, 2
- CCc1nc2c(OCc3cccc(OC)c3)cccn2c1N(C)C(=O)C(C)C
    -6, 0
- Fc1ccc(-c2nc3c(Cl)cc(C(F)(F)F)cn3c2Cc2ccccc2)cc1
    -5, 1
- Clc1cccc(Cc2c(-c3cccc(Cl)c3)nc3c4ccccc4ccn23)c1
    -4, 4
- O=C(Nc1ccc2c(c1)OCCO2)C(c1ccnc2ccccc12)n1c(=O)c(-c2ccco2)nc2ccccc21 (stereo unspecified)
    -6, 10
- COc1cccc(-c2cnc(C(O)c3ccc(C)cc3)[nH]2)c1 (stereo unspecified)
    2, 5
- CC(=O)Nc1cccc(-c2csc(C(O)c3ccc(F)c(F)c3)n2)c1 (stereo unspecified)
    -7, -6
- COc1ccc(-c2ccc(C(=O)Nc3cccc(Oc4ccccc4)c3)c3occc23)c(C)c1
    -6, -3
- CCCCNC(=O)C1c2ccccc2OCC(=O)N1Cc1cccnc1 (stereo unspecified)
    -5, 5
- Cc1ccccc1CNC(=O)c1ccc2nc([C@@H]3O[C@H](CO)[C@H](O)[C@H](O)[C@H]3O)[nH]c2c1
    0, -6
- CC(C)C[C@@H](CN1CCCC1CN1C(=S)NC[C@@H]1Cc1ccccc1)N1C[C@H](Cc2ccccc2)N(CC2CCCCC2)C1=S (stereo partly specified)
    -7, 12
- O=C(NCc1ccccn1)[C@@H]1CCCN1C(=O)[C@@H]1CCCN1C(=O)c1cccc2ccccc12
    2, 12
- O=C(C1=NOC2(C1)C(=O)N(Cc1ccccc1)c1ccccc12)N1CCOCC1 (stereo unspecified)
    -6, 13
- CCOC(=O)N1CCN(C(=O)C[C@@H]2C[C@@]3(C(=O)OCC)CCC=C3N(Cc3cccc4ccccc34)C2=O)CC1
    -6, 4
- CCOC(=O)C1=CCN(S(=O)(=O)c2ccccc2F)C1c1ccc(Cl)c(Cl)c1 (stereo unspecified)
    -9, -12
- CCc1nc2c(OCc3ccc(Cl)cc3Cl)cccn2c1N(C=O)Cc1ccc(OC)cc1
    -5, 8
- CCc1nc2ccc(C(=O)Nc3ccc(OC)c(OC)c3)cn2c1N(C)CCC(C)C
    -3, 4
- CCCS(=O)(=O)NC(=O)C1(C)CCCN(C(=O)c2ccccc2F)C1 (stereo unspecified)
    -5, 11
- O=c1c(-c2ccccc2)nc2ccccc2n1C(c1ccccc1)c1nc2ccccc2[nH]1 (stereo unspecified)
    -7, 1
- N#Cc1ccc(-c2nc3ccc(Br)cn3c2Cc2ccccc2C(F)(F)F)cc1
    -9, -1
- CCOC(=O)N1CCN(C(C(=O)NC2CCCC2)C(C)C)CC1 (stereo unspecified)
    -2, 2
- COc1cccc(C(C(=O)NC2CCCC2)N2CCN(c3cc(C)nc4ccccc34)CC2)c1OC (stereo unspecified)
    -7, -8
- COC(=O)/C=C1\OC(c2ccccc2)c2ccccc21 (stereo unspecified)
    -5, 13
- COc1cc(Cl)ccc1OC1(C)CCN(Cc2cccc(OC)c2OC)C1 (stereo unspecified)
    -11, -1
- CCC(=O)N1CCC1(C)C(=O)Nc1cccc(Oc2ccccc2)c1 (stereo unspecified)
    -5, 1
- O=C(Nc1cccc2cccnc12)c1csc([C@@H]2O[C@H](CO)[C@H](O)[C@H](O)[C@H]2O)n1
    -8, 8
- OC(c1ccc(F)c(F)c1)c1nc(-c2cccc3cccnc23)cs1 (stereo unspecified)
    0, -1
- CCc1nc2c(OCC3CCCCC3)cccn2c1N(C)C(=O)c1ccc(OC)cc1
    -6, -8
- Fc1cccc(Cc2c(-c3ccccc3)nc3ccc(Cl)cn23)c1
    -6, 1
- COC(=O)[C@@]1(Sc2ccc(C)cc2)CC(=O)N(C(=O)CCc2ccccc2)[C@@H]1c1ccccc1
    -1, -6
- Cc1cccc(C)c1NC(=O)C1c2ccccc2OCC(=O)N1Cc1ccccc1 (stereo unspecified)
    -7, 1

Exported as labelled records: part of the list above.
Fc1cccc(Cc2c(-c3ccccc3)nc3ccc(Cl)cn23)c1
  GalR3 antag: -6 | CHRM4 PAM: 1
COC(=O)[C@@]1(Sc2ccc(C)cc2)CC(=O)N(C(=O)CCc2ccccc2)[C@@H]1c1ccccc1
  GalR3 antag: -1 | CHRM4 PAM: -6
Cc1cccc(C)c1NC(=O)C1c2ccccc2OCC(=O)N1Cc1ccccc1 (stereo unspecified)
  GalR3 antag: -7 | CHRM4 PAM: 1

(listing goes on)
Structure	GalR3 antag	CHRM4 PAM
COCCN1C(=O)CCC1(C)c1nnnn1-c1c(C)cccc1C (stereo unspecified)	0	10
O=C(NCC1CCOCC1)c1ccc(-c2ccc(F)c(F)c2)c2ccoc12	-7	-3
CN1OC[C@@H]2CN(S(=O)(=O)c3cccc(C(F)(F)F)c3)[C@H](c3ccc(N4CCCCC4)cc3)C[C@@H]21	-3	0
COc1ccc(Cn2cc(CN3CC(N4CCN(Cc5ccccc5F)CC4)CS3(=O)=O)nn2)cc1 (stereo unspecified)	-3	8
CC(=O)Nc1ccc(-c2ccnc3c2CC(C)(C(=O)Nc2cccc(OC(F)(F)F)c2)O3)cc1 (stereo unspecified)	-6	-2
CC1(Cc2ccccc2OC(F)(F)F)C(=O)Nc2cc(-c3ccccc3Cl)ccc21 (stereo unspecified)	-7	4
Cc1ccc(S(=O)(=O)C[C@@H]2OC[C@H](C)N2S(=O)(=O)c2ccc(C)cc2)cc1	-8	-2
CC(C)C[C@H]1CN(CCCC[C@@H]2CNC(=O)C(=O)N2CCc2ccccc2)C(=O)C(=O)N1CCc1ccccc1	-8	2
Cc1cc2nc(-c3ccco3)c(Cc3cccc(F)c3)n2c(C)c1Br	-3	-4
CC1(C(=O)NCCc2ccccc2)Cc2c(-c3ccccc3)ccnc2O1 (stereo unspecified)	-7	4
CCCCCCn1cc(CN2CC(N(C)CC)CS2(=O)=O)nn1 (stereo unspecified)	-1	6
CCOc1cc(OCC)cc(C(=O)N2CCC[C@H]2C(=O)N2CCC[C@H]2C(=O)NCc2ccc(F)cc2F)c1	-7	3
COc1ccc(-c2nc3ccc(Cl)cn3c2Cc2ccsc2)cc1OC	-3	0
CC1(c2nnnn2-c2ccc3c(c2)OCCO3)CCC(=O)N1Cc1cccnc1 (stereo unspecified)	-6	-1
CS(=O)(=O)c1ccc(Nc2nc(C(N)Cc3ccccc3)cs2)cc1 (stereo unspecified)	-2	4
Cc1ccccc1-c1cc2nc(NCc3ccc(N(C)C)cc3)n(C)c(=O)c2s1	-5	3
O=C(Nc1cccc(C(F)(F)F)c1)C1Cc2c(-c3ccccc3Oc3ccccc3)ccnc2O1 (stereo unspecified)	-7	0
OC[C@@H]1CN(Cc2ccc3c(c2)OCO3)C[C@H](n2cnc3c(NC4CC4)ncnc32)O1	-7	-1
CCOC(=O)N1CCN(C(=O)C[C@@H]2C[C@@]3(C(=O)OC)CCCCC=C3N(Cc3ccco3)C2=O)CC1	-8	4

Screening results: PubChem, The Scripps Research Institute Molecular Screening Center
